SKN-1 inh = suppressors of acrylamide-induced Pgst-4::GFP reporter in worms, primary screen, SKN-1 inhibitor project, whole organism, uHTS, GFP/RFP fluorescence ratio, strain VP596; C. elegans VP596 Pgst-4::GFP/RFP ratio, 24 h; inhibition, % at 21.8 µM; 0.49% of 360,000 active; AID 624304, 2012;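 active means interference check ratio from 0.5 to 1.5 plus GFP to RFP signal ratio inhibition reaching or exceeding a fixed threshold, cut at about 30% in these data, passing the limit was not always enough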; further: some compounds called inactive have numbers as strong as hits
NadD inh = inhibitors of S. aureus NadD, primary screen, biochemical, colorimetric, uHTS. AID 602399, 2012. 0.78% of 360,000 active. purified NadD enzyme, colorimetric absorbance read-out. inhibition, % at 20 µM. Nicotinate-nucleotide adenylyltransferase NadD (Staphylococcus aureus N315); in the data active means inhibition above about 26%; further: some compounds past the cut are filed as inactive
Neddyl block = inhibitors of cullin neddylation, primary screen, biochemical, TR-FRET, uHTS, NAE and Ubc12 | NEDD8-conjugating enzyme Ubc12 (Homo sapiens) + NEDD8-activating enzyme E1 regulatory … | 0.58% of 360,000 active | calls only at 25 µM | AID 651699, 2012; in the data active means inhibition above about 36%
CSN deneddyl inh = inhibitors of CSN-mediated cullin deneddylation, primary screen, biochemical, fluorescence polarization, uHTS; 0.38% of 360,000 active; AID 651999, 2013; COP9 signalosome complex subunit 5 (Homo sapiens), Q92905; Purified CSN, SCF-Nedd8-OG deneddylation; inhibition, % at 12.5 µM;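 active means pattern-corrected inhibition above about 35%, with an unprinted fluorescence ratio check between 0.5 and 1.5, limit read from the data, passing the limit was not always enough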;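 further: 0% = enzyme with substrate and 100% = substrate without enzyme; some results filed as inactive read as strong as hits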
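Test system: purified human Csn5 enzyme expressed in HEK293T cells. Amount: 0.24 nM enzyme. Reagent: SCFSkp2-Nedd8OG substrate at 10 nM final. Schedule: 90 min incubation of compound, enzyme and substrate at room temperature. Detection: fluorescence polarization. Read-out: % inhibition of substrate cleavage by Csn5.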
FAS-TE inh = FAS thioesterase domain inhibitors, primary screen, biochemical, fluorescence intensity, uHTS | recombinant FAS-TE, OMFH fluorogenic substrate, fluorescence endpoint | 0.67% of 360,000 active | inhibition, % at 15 µM;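 active means compounds whose normalised, plate-corrected inhibition of enzyme fluorescence in the single-dose primary screen is 50% or more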;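 further: 0% = DMSO with enzyme and 100% = substrate without enzyme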
Rin1 Abl inh = inhibitors of Rin1-Abl protein binding, primary screen, biochemical, TR-FRET; Tyrosine-protein kinase ABL1 (Homo sapiens) + Ras and Rab interactor 1 (Homo sapiens), …; inhibition, % at 7.35 µM; 0.4% of 360,000 active; in the data active means inhibition above about 5%, passing the limit was not always enough
Rpn11 block = Rpn11 (PSMD14) deubiquitinase inhibitors, primary screen, biochemical, fluorescence polarization, uHTS | 26S proteasome non-ATPase regulatory subunit 14 (Homo sapiens), O00487 | human 26S proteasome, Ub4-pepOG fluorescence polarization; 20S core pre-blocked with epoxomicin | calls only at 20 µM | 0.59% of 360,000 active;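 active means inhibition at 20 µM, scaled to each plate's controls, above about 33%, limit read from the data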
PABP1 MLLE inh = inhibitors of PABP1 MLLE–PAM2 peptide binding, primary screen, biochemical, fluorescence polarization, FITC-PAM2, GST-MLLE; AID 588489, 2011; Polyadenylate-binding protein 1 (Homo sapiens), P11940; inhibition, % at 20 µM; 0.36% of 360,000 active; in the data active means inhibition above about 35%, passing the limit was not always enough;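 further: plate controls were DMSO wells with GST-MLLE for no effect and wells lacking GST-MLLE protein for full effect; some results filed as inactive read as strong as hits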
MT1-MMP act inh = blockers of MT1-MMP proenzyme processing, primary screen, HT1080 RFP-PRO-GFP cells, GFP/RFP fluorescence. Matrix metalloproteinase-14 (Homo sapiens), P50281. GFP/RFP ratio fluorescence, overnight; percent of plate control window, DMSO zero. 0.061% of 360,000 active. GFP/RFP ratio change, % at 20 µM;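 active means GFP/RFP ratio change of at least 30% with cell ATP level not reduced by more than half and red fluorescence within 50% of control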; further: strong numbers were not always called active
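Assay system: HT1080 cells carrying an RFP-PRO-GFP reporter | Dosing: Single dose of 20 µM compound, 1% DMSO final | Incubation: Cells overnight before dosing, compound overnight, 37 °C, 5% CO2 | Evaluation: GFP/RFP fluorescence ratio | Control set: DMSO and RFP-L50D-GFP cell wells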
Active calls of the source: *; i = inactive; . = not tested or not shown; & = joins results of further samples. Compounds as they come. Share with any hit: about 3.9%.

Every second line gives: SKN-1 inh	Rpn11 block	CSN deneddyl inh	PABP1 MLLE inh	Neddyl block	NadD inh	Rin1 Abl inh	MT1-MMP act inh	FAS-TE inh
1) O=C(CSc1n[nH]c(-c2ccccc2)n1)Nc1ccc(Br)cn1
    22	i	0	-9	i	3	-5	2	-16
2) Cc1cccc(NC(=O)CNC(=O)CN2C(=O)NC3(CCc4ccccc43)C2=O)c1C (centres undefined)
    -2	i	-4	-14	i	-4	2	3	-6
3) CC(=O)c1ccc(Oc2cnccn2)cc1
    3	i	1	1	i	2	3	2	-1
4) Cc1ccc(S(=O)(=O)Nc2ccc(N(C)S(=O)(=O)c3ccc(C)cc3)cc2)cc1
    9	i	-5	8	i	-5	-4	3	41
5) CC(=O)Nc1ccc(C(=O)N/N=C/c2cc(Br)cc(Br)c2O)cc1
    -1	i	5	-54	i	13	-1	-11	27
6) Cc1nn(Cc2ccc(C(=O)Nc3nc4c(C)cccc4s3)o2)c(C)c1Br
    20	i	4	-9	.	13	4	-4	25
7) COC(=O)[C@@]1(C(C)C)N=C(c2cc(OC)c(OC)c(OC)c2)[C@]2(O1)C(=O)N(C)c1ccccc12
    2	.	3	.	i	2	.	-3	-3
8) Cc1cc(NC(=O)CSc2nc3ccccc3[nH]2)n(-c2ccccc2)n1
    -3	i	-1	0	i	-3	-1	6	-4
9) CCOc1ccc(C(=O)N2CCN(Cc3ccccc3)CC2)cc1
    1	i	1	7	i	-6	-3	-2	-7
10) S=C(NCCc1c[nH]c2ccccc12)NC1CCCC1
    -8	i	-7	-121	i	1	-4	1	-5
11) CCOC(=O)c1ccc(NC(=O)Nc2ccc3c(c2)OCCO3)cc1
    10	i	-4	1	i	-6	1	6	14
12) COc1ccccc1NC(=O)C(C)NS(=O)(=O)c1ccc(F)cc1 (centres undefined)
    17	i	-4	15	i	1	3	-4	-6
13) O=c1c2ccccc2nc(-c2ccco2)n1CCc1ccc(O)cc1
    9	i	4	-8	i	0	2	-10	3
14) O=c1c2ccccc2nc2c3ccccc3c3nncn3n12
    3	i	3	-24	i	0	-2	1	0
15) Clc1ccc(-n2nnc(-c3cccnc3Cl)n2)cc1Cl
    24	i	1	-2	i	-6	-2	1	4
16) CCCCNc1c([N+](=O)[O-])ncn1C
    -4	i	-3	-3	i	-2	-3	-2	-4
17) Cc1sc(NC(=O)CSc2nnnn2C2CCCC2)c(C#N)c1C
    9	i	-3	17	i	1	2	1	-1
18) COC(=O)c1sc(NC(=O)CC(C)C)c(C(=O)OC)c1C
    15	i	3	-6	i	-7	-3	3	12
19) CS(=O)(=O)N(CC(=O)NCc1ccncc1)c1ccc(Cl)c(Cl)c1
    3	i	2	-6	i	0	2	2	-4
20) CCC(=O)OCC(=O)Nc1ccc2c(c1)OCO2
    -7	i	-3	-9	i	1	0	0	-8
21) O=C(Cn1c(=O)n(-c2ccccc2)c(=O)c2sccc21)NCc1ccccc1
    -2	i	-1	4	i	-4	-1	4	-4
22) CC(C)[C@H](NC(=O)NCc1cccs1)C(=O)O
    -15	i	-4	7	i	2	-3	1	-4
23) O=C(CNCc1ccco1)Nc1ccc(N2CCCCCC2)cc1
    2	i	4	7	i	-4	2	2	3
24) O=C1NN(c2ccc(F)cc2)C(=O)/C1=C/c1cccs1
    -15	i	-1	21	i	-8	-2	2	-9
25) COC(=O)c1cc(OC)c(OC)cc1NC(=O)c1cccc(OC)c1OC
    9	i	-1	-4	i	-2	0	2	5
26) COc1ccc(-n2nc(C(=O)NCCCN3CCOCC3)c3ccccc3c2=O)c(OC)c1
    7	i	-1	0	i	3	0	1	-4
27) O=C(Nc1ncccc1Cl)C(Sc1ccccc1)c1ccccc1 (centres undefined)
    18	i	-6	10	i	-5	-1	-6	14
28) O=C(CSc1nnnn1-c1ccc(O)cc1)Nc1cccc(S(=O)(=O)N2CCCC2)c1
    1	i	-1	-3	i	-8	2	2	-114
29) Cc1ccc(N(CC(=O)NCc2ccc(F)cc2)C(=O)c2csnn2)cc1C
    -11	i	6	18	i	-9	-1	-1	-4
30) CC(C)OC(=O)NC(Nc1ccccc1C(=O)O)(C(F)(F)F)C(F)(F)F
    10	i	1	6	.	-7	0	-7	-4
31) COC(=O)n1c(=O)oc2ccc(S(=O)(=O)N3CCCCC3)cc21
    12	i	1	11	i	-7	1	-1	-2
32) COc1ccc(C2=NN(C(=O)CCC(=O)O)C(c3ccc(Br)cc3)C2)cc1 (centres undefined)
    11	i	4	5	i	-7	0	-8	-5
33) CC(=O)N1CCN(c2ccc(NCc3cccc(C)c3)cc2)CC1
    9	i	-3	20	i	-6	0	12	-8
34) Cc1ccc(CNC(=O)c2cccnc2Sc2cccc(Cl)c2)cc1
    0	i	-5	-2	i	-5	0	3	3
35) O=C(Cn1cnc2c(NCc3ccccc3)ncnc21)N1CCN(c2ccccn2)CC1
    -8	i	3	15	i	6	-1	5	-10
36) c1ccc2c(c1)CCN2CCN1CCc2ccccc21
    -2	i	0	7	i	24	0	5	-4
37) CCC(C)N(C(=O)CSc1nnc(-c2ccco2)n1C)C1CCS(=O)(=O)C1 (centres undefined)
    2	i	-4	1	i	-3	3	2	-6
38) COC(=O)C1=CN(c2ccc(C)cc2)C(N)=C(C#N)C1c1ccccc1F (centres undefined)
    1	.	-2	.	i	.	.	5	.
39) COC(=O)c1ccc(C2NCCc3cc(OC)c(OC)cc32)cc1 (centres undefined)
    9	i	1	4	i	-5	2	-3	-2
40) O=C(O)C1CCCN1C(=O)Oc1ccccc1 (centres undefined)
    -11	i	3	-9	i	-3	-5	4	-4
41) COc1ccc(C(=O)N2CCN(CCNC(=O)C(=O)Nc3ccc(Br)cc3)CC2)cc1
    0	i	3	-3	i	3	1	-6	-1
42) O=C1NC[C@H](Cc2ccc(O)cc2)N(C[C@@H]2CCCN2C[C@H](Cc2ccc(O)cc2)N2C[C@H](Cc3ccccc3)N(CC3CCCCC3)C(=O)C2=O)C1=O
    12	.	1	.	i	33*	.	1	5
43) O=C(C1CCN(S(=O)(=O)c2ccc3ccccc3c2)CC1)N1CCN(c2ncccn2)CC1
    4	i	-2	-3	i	4	0	5	7
44) CCCCNC(=O)C1CCC(CNS(=O)(=O)c2ccc(C)cc2)CC1 (centres undefined)
    5	i	10	8	i	-1	0	1	-4
45) CC1CCN(C(=O)CCC(=O)N2CC(C)Oc3ccccc32)CC1 (centres undefined)
    11	i	0	5	i	-1	0	1	2
46) CCOc1ccc(/C=C2\SC(=O)N(CCNC(=O)C3COc4ccccc4O3)C2=O)cc1OC (centres undefined)
    3	i	-6	6	i	-8	-2	-1	26
47) COc1cc(C2Nc3ccc4ncccc4c3C3=C2C(=O)CCC3)cc(OC)c1OC (centres undefined)
    0	i	4	12	i	-3	-1	0	-5
48) O=C(/C=C/c1ccccc1)N(c1ccccn1)C1CCCCC1
    -5	i	0	-3	i	0	0	-4	-4
49) Cc1csc(NC(=O)C2(C)CCN2C(=O)C(C)C)c1C#N (centres undefined)
    21	i	1	-2	i	-1	-5	-2	-8
50) COc1ccc(N(Cc2cc(=O)[nH]c3ccccc23)C(=O)CCl)cc1
    20	i	2	-7	i	-9	2	-9	2
51) CCc1nn(CCCN2CCN(c3cccc(Cl)c3)CC2)c(=O)n1CCOc1ccccc1
    14&-11	i	-3&-4	-9&-2	i	-2&-4	-1&-3	0&-2	8&8
52) O=C(CC1Nc2ccccc2NC1=O)Nc1ccc2c(c1)OCO2 (centres undefined)
    7	i	-7	-2	i	6	2	1	2
53) O=C(c1nc(-c2ccccc2)n(-c2ccccc2)n1)N1CCN(S(=O)(=O)c2ccccc2)CC1
    1	i	3	14	i	2	1	-3	11
54) CCOc1nc(Nc2ccc(OC)cc2OC)nc(OCC)n1
    7	i	-5	-6	i	5	2	-3	-4
55) Cc1ccc2nc(Nc3ccc(C)c(C)c3)c3nncn3c2c1
    -1	i	-8	7	.	-14	0	1	13
56) O=C(Nc1ccc(Cl)cn1)c1ccc(Br)c(S(=O)(=O)N2CCCCC2)c1
    1	i	0	4	i	-1	1	-9	21
57) CC(C)C1C(=O)N(Cc2cn(CCC3OCCCO3)nn2)CCS(=O)(=O)N1Cc1ccc(-c2ccc(Cl)c(Cl)c2)cc1 (centres undefined)
    -6	i	3	1	i	1	-2	-2	22
58) Clc1ccc(CONc2ncnc3nonc23)c(Cl)c1
    -4	i	3	-1	i	-9	1	-6	25
59) COc1ccc(CNCCC(c2ccc(OC(C)C)cc2)c2ccccc2OC)cc1 (centres undefined)
    16	i	2	-7	i	-1	3	-11	-20
60) Cc1cccc(C)c1OCC(=O)NNC(=O)c1ccoc1C
    -22	i	1	-1	i	-19	3	-4	-4

Next section:
Every second line gives: SKN-1 inh	Rpn11 block	CSN deneddyl inh	PABP1 MLLE inh	Neddyl block	NadD inh	Rin1 Abl inh	MT1-MMP act inh	FAS-TE inh
61) O=C(COc1ccc(Br)cc1)Nc1ccccc1C(=O)N1CCOCC1
    -1	i	2	1	i	-4	-1	-3	0
62) COc1ccc(-c2ccnc3c(C(=O)O)cnn23)cc1
    3	i	-6	-10	.	0	9.6*	1	0
63) CC(=O)c1c(C(C)=O)c(C)n(NC(=O)c2ccncc2)c1C
    -2	i	-3	3	i	6	4	-2	-4
64) COC(=O)C1=C(C)N(c2cccc3ccccc23)C(=O)C1
    24	i	1	10	i	6	0	-7	2
65) Cc1ccc(CN(C(=O)CNC(=O)c2cccs2)C(C(=O)NCC2CCCO2)c2ccccc2)cc1 (centres undefined)
    1	i	1	1	i	-2	4	-5	5
66) COC(=O)c1nnn(CC(=O)Nc2cc(Cl)ccc2C)c1C(=O)OC
    -1	i	0	-2	i	0	0	-12	-6
67) O=C(COC(=O)c1cccs1)NCc1ccco1
    4	i	16	-10	i	-2	4	0	-3
68) COC(=O)c1ccccc1NC(=O)CSc1nc(N)cc(=O)[nH]1
    3	i	1	19	i	4	-2	-1	-2
69) COC(=O)CSc1cccc2c1C(=O)CC2c1ccccc1 (centres undefined)
    -6	i	-5	-7	i	-5	-2	3	5
70) O=C(NC1CCCCC1)c1ccc(-c2ccccc2)cc1
    1	i	-1	-9	i	-2	0	0	-2
71) COC(=O)[C@H](CC(C)C)NC(=O)CC[C@H]1O[C@@H](n2cc(C)c(=O)[nH]c2=O)C[C@@H]1O
    10	i	6	-1	i	0	1	3	-1

Some of the entries above, set out differently.
61	O=C(COc1ccc(Br)cc1)Nc1ccccc1C(=O)N1CCOCC1
62	COc1ccc(-c2ccnc3c(C(=O)O)cnn23)cc1

Assay by compound	61	62
SKN-1 inh	-1	3
Rpn11 block	i	i
CSN deneddyl inh	2	-6
PABP1 MLLE inh	1	-10
Neddyl block	i	.
NadD inh	-4	0
Rin1 Abl inh	-1	9.6*
MT1-MMP act inh	-3	1
FAS-TE inh	0	0
